Screens as filed in PubChem.
FBW7 act: FBW7 E3 ligase activators, primary screen, biochemical, AlphaScreen, human; F-box/WD repeat-containing protein 7 (Homo sapiens), Q969H0; AlphaScreen FBW7–phospho-cyclin E peptide binding, activator screen; normalized activity (activation), % at 26.1 µM; 650,000 tested, 0.13% active; AID 1259310, 2017; in the data active means normalized activity above about 1.9%;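 further: purified mutant Fbw7 with reduced substrate affinity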
TEAD-YAP block: TEAD-YAP interaction inhibition, primary screen, TEAD-YAP interaction inhibitor project, luminescence, HEK-TIYL cells; TEAD-Gal4/YAP UAS-luciferase luminescence; inhibition, % at 9.12 µM; 640,000 tested, 1.4% active; in the data active means inhibition above about 32%;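 further: 0% = median of test compound wells and 100% = reference inhibitor wells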
GPR151 activ: activators of human GPR151, primary screen, cell-based, PathHunter beta-arrestin, luminescence | G-protein coupled receptor 151 (Homo sapiens), Q8TDV0 | PathHunter beta-arrestin GPR151 cells | activation, % at 11.2 µM | 650,000 tested, 1% active; in the data active means activation above about 4.9%;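 further: 0% = median of compound wells and 100% = cells with positive control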
Target sequence (Q8TDV0 whole entry, looked up): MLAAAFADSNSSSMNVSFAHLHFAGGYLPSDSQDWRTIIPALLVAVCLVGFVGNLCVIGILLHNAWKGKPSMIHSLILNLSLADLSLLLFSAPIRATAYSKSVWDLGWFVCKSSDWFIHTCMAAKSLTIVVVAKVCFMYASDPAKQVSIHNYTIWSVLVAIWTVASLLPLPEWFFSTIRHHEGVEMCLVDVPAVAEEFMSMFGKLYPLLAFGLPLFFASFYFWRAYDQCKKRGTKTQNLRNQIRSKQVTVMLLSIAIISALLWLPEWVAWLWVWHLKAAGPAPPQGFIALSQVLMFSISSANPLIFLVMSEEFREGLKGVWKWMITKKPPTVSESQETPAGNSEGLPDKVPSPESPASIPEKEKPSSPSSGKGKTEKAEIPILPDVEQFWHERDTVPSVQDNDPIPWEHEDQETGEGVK
MITF primary: MITF inhibitors, primary screen, biochemical, AlphaScreen, human | Microphthalmia-associated transcription factor (Homo sapiens), O75030 | AlphaScreen MITF homodimerization, bead proximity signal | inhibition, % at 2.6 µM | 650,000 tested, 0.91% active | AID 1259374, 2018; in the data active means inhibition above about 50%;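 further: 0% = vehicle wells with protein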
Target sequence (O75030 whole entry, looked up): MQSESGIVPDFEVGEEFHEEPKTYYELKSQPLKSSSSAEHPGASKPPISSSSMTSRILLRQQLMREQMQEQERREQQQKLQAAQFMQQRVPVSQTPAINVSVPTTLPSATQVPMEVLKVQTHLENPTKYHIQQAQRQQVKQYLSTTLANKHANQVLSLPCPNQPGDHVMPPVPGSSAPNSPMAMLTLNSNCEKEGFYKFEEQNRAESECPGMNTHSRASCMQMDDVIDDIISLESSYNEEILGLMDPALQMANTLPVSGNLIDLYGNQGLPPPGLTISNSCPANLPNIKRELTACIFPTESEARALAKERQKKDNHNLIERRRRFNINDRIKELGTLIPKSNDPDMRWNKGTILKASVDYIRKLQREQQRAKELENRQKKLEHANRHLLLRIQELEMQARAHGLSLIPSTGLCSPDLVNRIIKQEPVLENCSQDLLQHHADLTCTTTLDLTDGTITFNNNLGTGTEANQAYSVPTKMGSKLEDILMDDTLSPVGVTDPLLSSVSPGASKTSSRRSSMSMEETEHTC
* hit, by the source's call.

SMILES	FBW7 act	TEAD-YAP block	GPR151 activ	MITF primary
O=C(N1CCc2nc(N3CCOCC3)[nH]c(=O)c2C1)N(c1ccccc1)c1ccccc1	0.0	5.6	-0.5	12.2
CCCOc1ccc(C2C(C(=O)OCC)=CN(Cc3ccc(OC)cc3)C=C2C(=O)OCC)cc1OC	0.4	-11.0	-0.7	-15.4
CCOC(=O)C(=O)C1SC(=S)N(CC)C1=O (stereo unspecified)	-0.2	2.9	0.6	50.5
CC(C)C[C@H]1NC(=O)[C@@H]2C[C@H](NCc3ccc(C(C)C)cc3)CN2C1=O	-0.1	1.6	0.7	11.8
CCCCNC(=O)CC(NS(=O)(=O)c1ccc(F)cc1)c1cccc(OC)c1OC (stereo unspecified)	0.2	10.5	0.5	3.4
CC(C)c1ccc(CCNCCC(=O)O)cc1	-0.1	-1.9	-1.5	41.7
CC(C)c1cc(C(=O)Nc2cccc(Cl)c2)no1	-0.1	-38.8	-2.5	4.0
Cc1cc(C)cc(N(C(C)C(=O)Nc2ccccc2C(F)(F)F)S(C)(=O)=O)c1 (stereo unspecified)	0.1	11.6	0.9	8.3
O=C(Cc1cccc2ccccc12)NCC1(c2ccccc2)CCOCC1	-0.1	-4.7	0.8	2.8
O=C(Nc1ccc(Br)cc1)c1cc([N+](=O)[O-])ccc1Cl	0.0	31.8	1.6	10.6
COc1ccc(/C=N/Nc2nc3nonc3nc2Nc2ccc(F)cc2)cc1	0.3	2.4	0.5	0.9
CCOC(=O)NN=C(Cc1ccccc1)Cc1ccccc1	0.0	-31.9	0.5	-2.6
Cc1cc(C)cc(NC(=O)c2ccc(S(=O)(=O)N3CCCC3)cc2)c1	0.0	3.0	0.3	5.7
Cc1ccc(C2Oc3ccccc3C3=C2C(c2ccc(C)cc2)n2ncnc2N3)cc1 (stereo unspecified)	0.8	-12.2	1.4	6.3
COc1ccc(CCc2nnc(CCC(=O)NC3CCCCC3)o2)cc1	0.2	-8.7	-0.8	12.3
COCCNC(=O)c1cc2c(Cl)nc3ccccc3c2s1	0.0	-3.0	0.8	4.8
CNC(=O)c1c(NC(=O)c2ccc(OC)c(OC)c2)sc2c1CCCCC2	0.2	1.1	2.0	12.1
CC(=O)c1cn(CC(=O)NCCOc2ccc(Cl)cc2)c2ccccc12	0.1	39.7*	-0.1	-13.2
C=CCN(CC=C)S(=O)(=O)c1ccc(C(=O)Nc2sccc2C#N)cc1	0.0	16.2	3.7	6.5
CN(C)c1nc(Nc2ccc(OC(F)(F)F)cc2)nc(N2CCN(C34CC5CC(CC(C5)C3)C4)CC2)n1	-0.1	2.7	-0.4	0.9
Cc1ccc(-c2csc(NC3OC(=O)c4c#cccc43)n2)cc1 (stereo unspecified)	-0.1	-13.0	0.6	7.7
Cc1ccccc1NC(=O)/C=N/OCc1ccc(Br)cc1F	0.0	2.0	1.4	-16.5
COc1ccc(C2C(C(=O)Nc3ccccc3C(F)(F)F)c3ccccc3C(=O)N2C)cc1 (stereo unspecified)	-0.1	-10.8	-1.3	6.4
CCc1ccccc1N(C)C(=O)Cn1ncc2c1-c1ccccc1OC2	0.6	14.1	0.2	14.9
CN(C)c1ccnc(SCC(=O)Nc2ccccc2)c1C#N	-0.1	-19.9	-0.7	-8.4
(cont.)
SMILES	FBW7 act	TEAD-YAP block	GPR151 activ	MITF primary
CC(=O)c1sc(NCC(C)C)nc1C	0.2	-5.5	-1.6	4.3
O=C(Nc1ccc(Oc2ccccc2)cc1)c1ccc(NC(=O)C(F)(F)F)cc1	-0.1	-29.9	2.4	5.4
CN(C(=O)Cn1nc(-c2cccc3ncccc23)oc1=O)C1CCCCC1	0.0	0.1	0.0	18.8
CCOc1ccccc1NC(=S)N(CCN(C)C)C(C)c1ccncc1 (stereo unspecified)	0.0	-1.9	-1.0	-11.7
Cc1ccc(Sc2c(C)nn(C(=O)c3sc4ccccc4c3Cl)c2C)cc1	0.0	-0.6	0.9	5.5
CSc1ccc(CCNC(=O)CCc2nnc3ccc(N4CCCC4)nn23)cc1	-0.1	-3.0	-3.0	-1.8
O=c1[nH]c(SCc2ccc(C(F)(F)F)cc2)nc2[nH]ncc12	0.0	-31.1	3.7	9.8
CCOC(=O)C1=C2N3CCCCCC3=NN2C(=O)NC1(c1ccccc1)C(F)(F)F (stereo unspecified)	0.4	10.9	-0.2	15.9
Cc1nn(CC(=O)C(C)(C)C)c(=O)c2cc3sccc3n12	-0.1	-7.9	0.0	8.3
COc1ccc(OC)c(-c2csc3nnc(SCC(=O)N4CCCC4)n23)c1	0.3	1.7	-0.9	7.4
CN(C)c1ccc(CNc2ccc(CNc3ncn[nH]3)cc2)cc1	0.0	5.9	-1.6	10.2
O=[N+]([O-])c1ccc(-n2nnnc2-c2cccnc2)c(Br)c1	0.0	-13.9	-0.6	3.1
COc1ccc(-n2c(SCc3ccccc3C)nc3c(sc(=S)n3-c3ccc(Cl)c(C)c3)c2=O)cc1	0.0	12.5	-1.2	-8.1
Cc1cc(I)ccc1NC(=O)C(C)NC(=O)OCc1ccccc1 (stereo unspecified)	-0.1	9.2	4.8	-1.3
COc1ccccc1C1(O)CCN(CC(=O)NCC2CC2)CC1	1.3	-10.0	1.4	12.2
CCCNC(=O)c1cnn2c(C)c(Cc3ccccc3C)c(C)nc12	0.2	5.0	-0.4	4.6
Cc1cc(I)ccc1NC(=O)c1ccc(Br)o1	-0.1	-29.5	0.0	9.1
CC(C)C[C@H]1C(=O)N2CCN(S(=O)(=O)c3ccccc3F)C[C@@H]2C(=O)N1C	-0.2	-8.1	0.0	3.1
COc1ccc(Cn2nnnc2CN2CCN(c3ccc(OC)cc3)CC2)cc1	0.2	-7.6	-0.8	1.5
CC(=O)c1c(C)[nH]c(C(=O)NNC(=O)COc2cc(C)ccc2C(C)C)c1C	0.1	-2.4	1.0	-2.5
Cc1cccc(C)c1NC(=O)C1(N(CCc2c(C)[nH]c3ccccc23)C(=O)c2ccccc2)CCCCC1	0.1	8.3	-0.8	9.9
O=C(Nc1cc(C(F)(F)F)ccc1Cl)c1nn2c(c1Cl)NC(c1cccs1)CC2C(F)(F)F (stereo unspecified)	0.5	-9.7	0.7	3.3
Cc1ccc(S(=O)(=O)N2CCCC(c3nc(-c4ccc(C)o4)no3)C2)cc1 (stereo unspecified)	-0.4	-5.0	0.6	1.6
CC(C(=O)NCc1ccccn1)N(c1ccc(Oc2ccccc2)cc1)S(C)(=O)=O (stereo unspecified)	0.0	-5.3	3.0	6.1
CCCN(CCC)CCCNC(=O)C1c2ccccc2C(=O)N(C)C1c1cccs1 (stereo unspecified)	0.0	3.9	-0.5	-14.8

Results in MITF primary and TEAD-YAP block, for 2 of the compounds above:
canonical_smiles | MITF primary | TEAD-YAP block
CN(C(=O)Cn1nc(-c2cccc3ncccc23)oc1=O)C1CCCCC1 | 18.8 | 0.1
CCOc1ccccc1NC(=S)N(CCN(C)C)C(C)c1ccncc1 (stereo unspecified) | -11.7 | -1.9

Compound profiles, as listed above.
`CC(C(=O)NCc1ccccn1)N(c1ccc(Oc2ccccc2)cc1)S(C)(=O)=O` (stereo unspecified) in the list: FBW7 act: 0.0; TEAD-YAP block: -5.3; GPR151 activ: 3.0; MITF primary: 6.1
`CCCNC(=O)c1cnn2c(C)c(Cc3ccccc3C)c(C)nc12` in the list: FBW7 act: 0.2; TEAD-YAP block: 5.0; GPR151 activ: -0.4; MITF primary: 4.6

Other results.
SMILES	FBW7 act	TEAD-YAP block	GPR151 activ	MITF primary
OC(CNCc1ccccn1)(c1ccccc1)c1ccccc1	-0.3	-2.3	0.4	-3.8
Clc1ccc(Nc2nc3nonc3nc2N2CCCCC2)cc1	0.0	33.4*	1.5	16.4
Cc1ccccc1C(=O)Nc1ccc(S(=O)(=O)N2CCc3ccccc32)cc1	-0.2	-13.4	-0.1	-2.4
CCOc1ccc(-c2noc(CCCC(=O)Nc3ccccc3C)n2)cc1OC	-0.1	13.7	0.0	2.5
Cc1sc2nc(C3CC3)nc(SCC(=O)NCc3ccc4c(c3)OCO4)c2c1C	0.2	1.8	-1.1	15.5
CC(C)n1c(Nc2ccnn2C)nc2c(Nc3ccc(N4CCOCC4)cc3)ncnc21	0.1	-4.8	5.5*	13.2
CC1=C/C(=N/Nc2nc3ccccc3[nH]2)CC(C)(C)C1	-0.7	-22.1	1.2	10.4
CCOC(=O)c1cc(-c2ccccc2)sc1NC(=S)Nc1cnccn1	0.7	-5.3	1.0	17.9
O=c1[nH]cc(N=Cc2ccc([N+](=O)[O-])o2)c(=O)[nH]1	-0.5	-7.3	-0.7	84.6*
CCOc1cc(/C=N/NC(=O)CNc2cccc(C)c2)ccc1O	-0.1	8.7	0.3	-2.7
O=C(CNC(=S)N(Cc1cccs1)C1CCCCC1)NC1CC1	-0.1	-17.3	0.1	-0.3
OC(COc1ccc2ccccc2c1)CN1CCNCC1 (stereo unspecified)	0.1	-3.5	0.3	-2.7
Cc1c(Cl)ccc(OCCOCCNCCN(C)C)c1C	-0.1	-3.8	0.5	-5.9
COc1ccc(O)c(C(=O)/C=C2\CC(c3ccccc3)NCCN2)c1 (stereo unspecified)	0.0	-21.1	-1.7	17.5
CC(=O)c1cccc(Nc2ncnc3c2nc2n3CCCCC2)c1	0.1	-12.0	0.1	6.6
Cn1c(=O)cc(OCCCC(=O)NCCN2CCOCC2)c2ccccc21	-0.5	-6.3	2.6	10.2
CCOC(=O)c1ccc(N2CSC3=C(C#N)C(c4cccs4)CC(=O)N3C2)cc1 (stereo unspecified)	-0.1	-0.8	-0.8	9.9
COc1ccc(CN2CCC(n3nccc3NC(=O)C3CCCC3)CC2)cc1	0.1	-3.5	0.4	8.2
CC(=O)N/C(=C\c1ccccc1)C(=O)NCc1ccc(F)cc1	0.1	6.5	1.9	8.2
CC(=O)Nc1ccc(NC(=O)c2cnc(-c3ccccc3)s2)cc1	-0.1	-5.8	5.9*	5.7
COc1cc(C2NC(=O)NC(C)=C2C(=O)OCCc2ccccc2)ccc1OCc1ccccc1 (stereo unspecified)	-0.2	2.2	-0.1	8.8
O=C(N/C(=C\c1cccc([N+](=O)[O-])c1)C(=O)N1CCCCC1)c1ccco1	-0.1	0.6	-0.6	-2.5
CCc1ccc(NC(=O)CSc2nc3c(sc(=S)n3-c3ccccc3C)c(=O)n2-c2ccc(C)cc2)cc1	0.2	7.1	-1.4	1.1
Cc1cc(Cl)ccc1NC(=O)CCC(=O)N/N=C/c1ccc(O)cc1O	-0.6	5.4	-1.3	20.1
Cc1noc(C)c1-c1cc(C(=O)NCc2nc3ccccc3[nH]2)ccn1	0.0	-19.3	0.1	14.9

A different layout for some results above:
Cc1sc2nc(C3CC3)nc(SCC(=O)NCc3ccc4c(c3)OCO4)c2c1C
  FBW7 act = 0.2	TEAD-YAP block = 1.8	GPR151 activ = -1.1	MITF primary = 15.5

Cc1cc(Cl)ccc1NC(=O)CCC(=O)N/N=C/c1ccc(O)cc1O
  FBW7 act = -0.6	TEAD-YAP block = 5.4	GPR151 activ = -1.3	MITF primary = 20.1

CCOc1ccc(-c2noc(CCCC(=O)Nc3ccccc3C)n2)cc1OC
  FBW7 act = -0.1	TEAD-YAP block = 13.7	GPR151 activ = 0.0	MITF primary = 2.5

New compounds follow:
SMILES	FBW7 act	TEAD-YAP block	GPR151 activ	MITF primary
O=C(O)CCCn1c(=S)[nH]c2c(sc3ccc([N+](=O)[O-])cc32)c1=O	-0.3	-4.2	0.0	-8.8
Cc1ccnc(-n2c(C)cc(/C=C3/NC(=O)N(Cc4ccc(Br)cc4)C3=O)c2C)c1	-0.3	15.8	0.5	0.8
CCC(Cc1ccccc1)NS(=O)(=O)c1ccc2c(c1)SC(C)C(=O)N2 (stereo unspecified)	-0.2	0.7	-1.2	-12.1
CCOC(=O)Cn1cnc2sc3c(c2c1=O)CCC(C)C3 (stereo unspecified)	-0.2	-0.7	1.4	5.2
COc1ccc2nc(SCC(=O)Nc3cc4oc5ccccc5c4cc3OC)[nH]c2c1	0.0	17.7	1.3	4.5
CCCCOC(=O)C1=C(C)NC2=C(C(=O)CC(C)(C)C2)C1c1ccccc1OCc1ccccc1 (stereo unspecified)	0.0	-0.2	0.5	-10.8
Cc1ccc(NC(=O)c2ccc([N+](=O)[O-])o2)c(C)c1	0.1	4.7	-0.5	3.4
Cc1nc(CCNCc2c(C(=O)N3CCCCC3)nc3c(C)cccn23)sc1C	-0.2	-3.1	1.4	-6.4
CC(C)(C)c1ccc(C(=O)NCCOc2ccccc2Cl)cc1	0.2	66.3*	2.2	12.5
CN(C)C(=O)c1cnn(-c2ccccc2)c1NC(=O)c1ccc(Br)cc1	-0.1	4.1	-0.8	-3.1
COCCOC(=O)C1=C(C)NC2=C(C(=O)CCC2)C1c1ccc(F)c(F)c1 (stereo unspecified)	0.2	6.5	-0.8	-10.9
Cc1cccc(NC(=O)CSc2cn(CCNC(=O)c3cccc(C(F)(F)F)c3)c3ccccc23)c1	0.3	16.2	-2.2	15.3
COc1nc(Nc2cccnc2)nc(Nc2cc(OC)c(OC)c(OC)c2)n1	0.2	2.1	0.2	15.7
CCC1CCCCN1Cc1nc(NCCOC)c2cccc(C)c2n1 (stereo unspecified)	0.1	-3.9	0.3	5.1
C[C@@H](Cn1nnc2ccccc21)NC(=O)c1cncc(O)c1	0.2	0.9	2.7	10.6
